# Screening data deposited in PubChem BioAssay by National Center for Advancing Translational Sciences (NCATS).
# FEN1 inhibitor: human FEN1 inhibition. 0.35% of 390,000 active. AID 588795. P39748. Potency, µM (highest dose often 114 µM), without a hit: top-dose activity change, negative = inhibition, actives largely listed as inhibitors. Recombinant FEN1 flap cleavage, fluorescence, 15 min; further: nearly all actives have a fitted effect of over 65% in size
# Target sequence (P39748 whole entry, looked up): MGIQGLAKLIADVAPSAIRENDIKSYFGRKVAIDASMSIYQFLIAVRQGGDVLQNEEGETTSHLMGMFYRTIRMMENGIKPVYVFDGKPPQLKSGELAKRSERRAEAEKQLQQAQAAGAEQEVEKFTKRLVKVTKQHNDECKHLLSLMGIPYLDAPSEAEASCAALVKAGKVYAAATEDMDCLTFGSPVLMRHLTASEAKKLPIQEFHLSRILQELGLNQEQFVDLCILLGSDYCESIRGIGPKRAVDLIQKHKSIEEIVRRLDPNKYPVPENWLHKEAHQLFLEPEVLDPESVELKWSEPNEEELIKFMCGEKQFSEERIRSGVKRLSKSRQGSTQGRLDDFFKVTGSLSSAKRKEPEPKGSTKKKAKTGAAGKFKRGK
#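 Compounds are tested as a concentration series against 10 nM FEN1; after a 15 min room-temperature preincubation, 50 nM substrate starts cleavage, with plate reads at 0 and 15 min. Normalized responses are fitted by a Hill equation.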
# GCN5L2 inh: blocks human GCN5L2 histone acetyltransferase. GCN5L2 HAT assay, ThioGlo1 CoA-SH fluorescence. Potency, µM (top dose mostly 58.9 µM), for the others: top-dose activity change, negative = inhibition, hits mostly inhibitors. 0.21% of 390,000 active. Q92830
#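 Enzyme at 20nM final was mixed with library compounds for 15 min at room temperature. Peptide H3(1-25) at 75uM, acetyl-CoA at 70uM and ThioGlo1 at 50uM were then added. Plates were read immediately and after 20 min (Ex340nm/Em540nm).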
# N370S GC mod: inhibits or activates N370S mutant glucocerebrosidase; P04062; N370S GC spleen homogenate, 4MU-glucoside fluorescence; AID 2101; 0.092% of 330,000 active; Potency, µM (titrated, usually from 59.4 µM), for inactives: at the highest dose activity change, negative = inhibition, usual class: inhibitors;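 further: 0% = full enzyme activity and -100% = no enzyme basal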
# An asterisk follows results filed as active; ? = inconclusive; nt = no result given; & = joins results of further samples; [ ] = dose if it differs, or a comment. The call rests on the fitted dose curve; in most records, active means well fitted curve in the direction sought with a large enough effect; inconclusive means small, poorly fitted or top-dose-only effect, or another doubt; inactive means no such curve, though single readings can be large; an effect the other way counts as inactive or inconclusive. Unless noted, on the % scale 0 is the no-effect control and ±100 the full control effect; potency means the concentration at half of the fitted maximal effect. Only part of the results is shown; count on the stated rates, not on these rows.
# Fields: GCN5L2 inh	FEN1 inhibitor	N370S GC mod
CNS(=O)(=O)c1cn(CC(=O)N2CCN(c3ccccc3F)CC2)cc1S(=O)(=O)NC
→ -12%	7%	nt
CCN(CC(=O)Nc1sc2c(c1C#N)CCC(C)C2)CC(=O)NC1CCS(=O)(=O)C1 (stereo not given)
→ -15%	-3%	-7%
CC(=O)Nc1ccc(S(=O)(=O)N[C@@H](C)C(=O)OCc2cc([N+](=O)[O-])cc3c2OCOC3)cc1
→ -1%	14%	-10%
Cc1ccccc1CN1CCc2cc([N+](=O)[O-])ccc21
→ -6%	-2%	-2%
CS(=O)(=O)c1ccc(-c2nnn(CC(=O)N3CCCCC3)n2)cc1
→ 0%	0%	5%
CC(=O)/C(C#N)=C1\NC(=O)C(Cc2ccccc2)S1 (stereo not given)
→ 1%	11%	5%
COc1ccc(S(=O)(=O)NCc2cccn2Cc2cc(C)ccc2C)cc1OC
→ 14%	1%	nt
Cc1ccccc1C(=O)N1CCC(C(N)=O)CC1
→ 1%	0%	4%
O=C(/C=C/c1ccc(Cl)cc1)Nn1c(-c2cccs2)nc2ccccc2c1=O
→ -6%	15%	22%
CCCCC[C@]12Cc3cc(OC)c(OC)cc3[C@H](O1)c1c(cc(C)oc1=O)O2
→ -4%[12.7 µM]	nt	2%[12.8 µM]
CCC(=O)N(C)CCc1cc2c(c(OC)c1/C=N/Nc1ccc(C(=O)O)cc1)OCO2
→ -7%	12%	7%
O=c1[nH]c(-c2ccccn2)cc2ccccc12
→ -1%	-4%	17%
CCC(C)NC(=O)Cn1cnc([N+](=O)[O-])c1 (stereo not given)
→ -23%	-11%	-24%
Cc1oc(-c2cccc(Cl)c2)nc1CN1CCCC(C(=O)NCCc2ccc(Cl)cc2)C1 (stereo not given)
→ -1%	-1%	nt
O=C(NCc1ccccc1)c1cc2ccc(O)cc2oc1=O
→ -26%	-3%	?
COc1ccc(CCNC(=O)CCCCn2c(=O)c3ccccc3n(Cc3ccc(Cl)cc3)c2=O)cc1OC
→ -8%	-11%	nt
CCOc1ccc(NC(=O)C2=C(C)NC(=S)NC2c2ccc(O)c(OC)c2)cc1 (stereo not given)
→ 0%	-9%	5%
O=C(NCc1ccccc1F)C(=O)NCC1CCCN1S(=O)(=O)c1cccs1 (stereo not given)
→ 0%	0%	-6%
Cc1ccc(C(C)C)c(OCCNC(=O)c2cncc(Br)c2)c1
→ -8%	-6%	5%
CC(=O)NS(=O)(=O)c1ccc(NC(=O)[C@@H]2CCCN2S(=O)(=O)c2ccc(Cl)cc2)cc1
→ -2%	-14%	nt
CCN(CC)CCNC(=O)c1ccc(NC(=O)c2ccc(C(=O)c3ccccc3)cc2)cc1
→ -6%	50%[activator]	-14%
Cc1nnc(SC(C)C(=O)Nc2ncc(Cl)cc2Cl)n1Cc1ccccc1 (stereo not given)
→ -9%	-5%	-36%
Cc1cc(C)c(S(=O)(=O)NCc2csc(C)n2)c(C)c1
→ -3%	-3%	3%
CC(C)CCNc1nc(N)c([N+](=O)[O-])c(NC2CCCCC2)n1
→ -7%	3%	-5%
CCCNC(=O)c1c(NC(=O)c2ccccc2F)sc2c1CCCCC2
→ -4%	4%	nt
O=C(CCNC(=O)c1ccc([N+](=O)[O-])cc1)NNC(=O)c1ccccc1F
→ -1%	-8%	nt
C=CCn1c(=O)c2c(nc3n2CCN3c2cccc(Cl)c2C)n(C)c1=O
→ -5%	-1%	-11%
O=C(CNc1ccccc1)N/N=C/c1ccc([N+](=O)[O-])o1
→ -22%	-12%	-1%
Cc1ccccc1CS(=O)(=O)Cc1ccc(C(=O)NCCCN2CCOCC2)o1
→ -1%	-1%	2%
Cc1ccc(C)c(NC(=O)c2cc(S(=O)(=O)N3CCCCC3)ccc2N2CCOCC2)c1
→ 2%	?	nt

# Some of the entries so far, bar-delimited.
mol | GCN5L2 inh | FEN1 inhibitor | N370S GC mod
CCN(CC)CCNC(=O)c1ccc(NC(=O)c2ccc(C(=O)c3ccccc3)cc2)cc1 | -6% | 50%[activator] | -14%
Cc1ccccc1CS(=O)(=O)Cc1ccc(C(=O)NCCCN2CCOCC2)o1 | -1% | -1% | 2%
CC(C)CCNc1nc(N)c([N+](=O)[O-])c(NC2CCCCC2)n1 | -7% | 3% | -5%
CCCNC(=O)c1c(NC(=O)c2ccccc2F)sc2c1CCCCC2 | -4% | 4% | nt
O=C(CCNC(=O)c1ccc([N+](=O)[O-])cc1)NNC(=O)c1ccccc1F | -1% | -8% | nt
Cc1cc(C)c(S(=O)(=O)NCc2csc(C)n2)c(C)c1 | -3% | -3% | 3%

# Later entries
# Fields: GCN5L2 inh	FEN1 inhibitor	N370S GC mod
Cc1nc2c(C)cccn2c1C(=O)N/N=C/c1ccccc1[N+](=O)[O-]
→ 1%	14%	-6%
COc1ccc(CCNC(=O)CS(=O)Cc2nc(-c3ccccc3F)oc2C)cc1OC (stereo not given)
→ 0%&-1%	-4%&-9%	-9%
CCN1CCN(c2nn3c(=O)c4ccccc4nc3c3ccccc23)CC1
→ -11%	-2%	15%
N#Cc1ccc(COC(=O)CCc2c[nH]c3ccccc23)cc1
→ -6%	2%	1%
CC(Sc1nnc(COc2ccc([N+](=O)[O-])cc2)n1C)C(=O)O (stereo not given)
→ -1%	0%	-2%
COc1cc(NS(=O)(=O)c2cccs2)cc(OC)c1
→ 1%	16%	nt
O=C(NCCCN1CCOCC1)C1CCN(S(=O)(=O)c2c(Cl)cccc2Cl)CC1
→ -4%	-6%	-9%
O=c1c2c([nH]n1-c1ccccc1)CCSC2
→ -27%	-6%	-2%
O=C(Nc1cccc(Cl)c1N1CCOCC1)c1ccc(Br)o1
→ -5%	-20%	-1%
CCOC(=O)C1CCN(Cc2cccc(OC)c2)CC1
→ -1%	-2%	5%
CCc1ccc(/C=C2\Oc3cc(OC(=O)N4CCOCC4)ccc3C2=O)cc1
→ -13%	?	-21%
Cn1c(=O)c2c(nc(SCC(=O)Nc3ccc(F)cc3)n2Cc2ccc(Cl)cc2)n(C)c1=O
→ 1%	-6%	nt
Cc1ccc(C(O)c2ccc(-n3ccnc3)cc2)cc1 (stereo not given)
→ -7%	12%	-20%
O=C1CCC([N+](=O)[O-])C(c2cc(Br)ccc2F)N1 (stereo not given)
→ -12%	-1%	-4%
Cc1cc(C)nc(N/N=C/c2ccccc2Cl)n1
→ -2%	0%	15%
CCN1CCN(C(=O)c2cnn3c(C(F)F)cc(-c4ccc(C)cc4)nc23)CC1
→ -2%	4%	2%
Cc1nc2ccccc2cc1C(=O)Nc1ccccc1Cl
→ -4%	-1%	9%
CC1CCC(NS(=O)(=O)c2ccc3c(c2)n(C)c(=O)c(=O)n3C)CC1 (stereo not given)
→ 3%	-15%	8%
CN(CC(=O)Nc1ccc(Cl)c(C(F)(F)F)c1)C(=O)C1CCCO1 (stereo not given)
→ -6%	-9%	nt
Cc1cc(C)c2[nH]c(=O)c(CN(Cc3cccnc3)C(=S)NCCCN(C)C)cc2c1
→ -2%	-6%	1%
O=C(NCC1(O)CCCCC1)C1CCC(=O)N(Cc2ccccc2F)C1 (stereo not given)
→ ?	1%	1%
CCOc1ccccc1CNC(=O)CN1C(=O)c2cccnc2Oc2ccc(Cl)cc21
→ -10%	15%	nt
O=C(COC(=O)C(CO)NS(=O)(=O)c1ccc(Br)cc1)Nc1ccc2c(c1)OCCO2 (stereo not given)
→ 1%	-3%	nt
C[C@H](CO)N1C[C@H](C)[C@@H](CN(C)Cc2ccc(Oc3ccccc3)cc2)Oc2c(NC(=O)c3ccncc3)cccc2C1=O
→ -11%	10%	nt
Cc1ncc(C[n+]2csc(CCOC(=O)C34CC5CC(CC(C5)C3)C4)c2C)c(N)n1
→ 0%	-2%	-3%
CN1C(=O)NC(c2ccc(O)cc2)C(C(=O)c2cccs2)C1(O)C(F)(F)F (stereo not given)
→ -1%	-3%	1%
CCOc1ccccc1NC(=O)c1ccc2nc[nH]c2c1
→ -5%	9%	4%
CC(=O)N1CCN(C(=S)NC(=O)c2ccc(S(=O)(=O)N3CCOCC3)cc2)CC1
→ -7%	-17%	16%
O=C(Nc1cc(Cl)ccc1N1CCOCC1)c1ccc(F)c(S(=O)(=O)N2CCOCC2)c1
→ -2%	-5%	nt
COc1ccccc1NS(=O)(=O)c1cccc(NS(=O)(=O)c2cc(C(=O)O)ccc2OC)c1
→ -4%	7%	nt
N#Cc1cccc(CN2CCCN(Cc3ccc(F)cc3)S2(=O)=O)c1
→ -2%	9%	2%
COC(=O)[C@H]1C[C@H](C(=O)O)[C@@H](C)C1(C)C
→ 2%	-18%	-1%
COc1ccc(-c2cc(C(F)(F)F)n3nc(C(=O)Nc4cccc(Cl)c4C)cc3n2)cc1
→ -4%	-5%	nt
Clc1ccc(OCc2cn3cccnc3n2)c2ncccc12
→ 4%	-8%	-9%
O=C(Nc1cccc(C(=O)N2CCOCC2)c1)c1cccnc1
→ 1%	-12%	4%
COc1cc(NC(=O)c2c(F)cccc2F)nc(OC)n1
→ 2%	0%	14%
C=CCN1C(=O)/C(=C2/Sc3ccccc3N2CCCS(=O)(=O)O)SC1=S
→ -19%	?	-24%
Cc1cn2c(=O)cc(COC(=O)c3cccc(NC(=O)c4ccccc4C)c3)nc2s1
→ 4%	-3%	nt
COc1cc2c(cc1OC)CN(C(=O)CN1C(=O)NC3(CCCCC3C)C1=O)CC2 (stereo not given)
→ 2%	9%	-5%
Cc1ccc(CNCc2ccccc2Cl)cc1
→ -2%	0%	-14%
CCCCCCNc1nc(-c2ccc(OC)cc2)c(CCC(=O)O)s1
→ -5%	1%	7%
O=C(CN1C(=O)NC(Cc2ccccc2)C1=O)Nc1ccccc1F (stereo not given)
→ 1%	-6%	nt
CC(C)CN1CCN(C(=O)CCc2nnc(Cc3c[nH]c4ccccc34)o2)[C@@H](C)C1=O
→ 2%	-9%	-4%
COc1ccc(S(=O)(=O)N2CCOCC2)cc1NC(=O)CC(C)c1ccccc1 (stereo not given)
→ 0%	-5%	nt
CCOC(=O)c1c(S(=O)(=O)N2CCN(Cc3ccccc3)CC2)c(C)n(C)c1C
→ -1%	-9%	-10%
Cc1ccc2c(c1)CCCN2C(=O)C1CCCO1 (stereo not given)
→ -2%	-2%	-5%
CCn1c(=O)cc(OCC(=O)Nc2cc(C)ccn2)c2ccccc21
→ -2%	-6%	-10%
O=C(CN1C(=O)C2CCCCC2C1=O)Nc1ccccc1N1CCCC1 (stereo not given)
→ 2%	4%	-5%
O=C1NCN(c2ccccc2)C12CCN(CCCC(c1ccc(F)cc1)c1ccc(F)cc1)CC2
→ -29%&-5%	-8%	?
CCOc1ccc(C2CC(c3ccc(F)cc3)Nc3nc(N)nn32)cc1 (stereo not given)
→ -1%	-8%	3%

# Going on with the list:
# Fields: GCN5L2 inh	FEN1 inhibitor	N370S GC mod
CC(C)(C)n1cnc2cc(NS(=O)(=O)c3ccc(Br)cc3)ccc21
→ -1%[0.501 µM]	-4%	-1%
CCn1cc([N+](=O)[O-])c(C(=O)Nc2nc3ccc(OC)cc3s2)n1
→ -3%	11%	1%
Cc1ccc(-c2csc(N3N=C(c4ccccc4)/C(=C\c4ccc(N(C)C)cc4)C3=O)n2)cc1
→ -14%	nt	0%
O=S1(=O)CCC(S(=O)(=O)N2CCCCCC2)C1 (stereo not given)
→ 6%	1%	6%
Cn1nnc2c(NCc3ccccc3Cl)ncnc21
→ 1%	3%	nt
C(=N\N=C\c1ccccc1)/c1ccccc1
→ -9%	-6%	10%
Cc1[nH]n(-c2ccccc2)c(=O)c1S(=O)(=O)c1ccccc1
→ -6%	-12%	4%
COc1ccc(CNC(=O)CN2C(=O)C3C4C=CC(C4)C3C2=O)cc1 (stereo not given)
→ -7%	21%	-7%
COc1ccc(CCN2C(=O)c3[nH]nc(-c4ccccc4O)c3C2c2cccc(OC)c2)cc1 (stereo not given)
→ -6%	2%	nt
CCN(C[C@H]1N[C@@](CC)(C(=O)OC)[C@H]2C(=O)N(Cc3ccccc3)C(=O)[C@@H]12)C(=O)c1ccc(F)cc1
→ -5%	8%	nt
CCN(CC(=O)NCc1ccc(Cl)cc1)C(=O)c1cc2ccccc2o1
→ -3%	0%	-5%
Cc1ccc(-c2ocnc2C(=O)Nc2nc(C)cs2)cc1
→ 0%	-1%	-12%
Nc1nc(Cl)cc(Oc2ccc([N+](=O)[O-])cc2)n1
→ -15%	-3%	-9%
CCOc1ccc(Cl)cc1S(=O)(=O)N1CCC(C(=O)NCC2CCCO2)CC1 (stereo not given)
→ 0%	15%	0%
COc1ccc(C2C(C(=O)NCC3CCCO3)CCC(=O)N2c2ccc3c(c2)OCO3)cc1 (stereo not given)
→ 2%	3%	2%
CC(CN1CCCCC1)OC(=O)c1ccccc1Cl (stereo not given)
→ -13%	0%	-4%
O=C(C1=C[C@@H](c2ccc(Br)cc2)C[C@@H](OCCCCO)O1)N1CCOCC1
→ -1%	0%	1%
FC(F)(F)c1cccc(CNC2CCN(Cc3ccccc3)CC2)c1
→ -13%	4%	-10%
